Screens as filed in PubChem.
H9c2 protect = protects H9c2 cardiomyocytes from peroxide injury | H2O2 injury protection, ATPLite, 2 h | protection from H2O2 cell death, % at 20 µM | 360,000 tested, 0.63% active | AID 588492;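 active means compounds giving at least 50% protection of heart cells from peroxide-induced death in the single-dose screen, raw or plate-pattern-corrected value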;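 further: 0% = DMSO wells with peroxide and 100% = DMSO wells without peroxide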
Exocytosis inh = lytic granule exocytosis inhibition; TALL-104 LAMP-1 surface exposure, flow cytometry; cells stimulated with thapsigargin and PMA; inhibition, % at 10 µM; 360,000 tested, 0.66% active; AID 651702;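 active means inhibition above about 55%, limit read from the data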
HTR2A ag = activates the mouse 5-HT2A serotonin receptor | activation, % at 7.6 µM | CHO-K1 mHTR2A beta-arrestin complementation, luminescence; percent of 30 µM serotonin response | 360,000 tested, 0.66% active | P35363;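 active means activation above a run cutoff, the mean activation of all tested compounds plus 3 SD, cut at about 14% in these data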;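 further: 0% = plate median of compound wells and 100% = 30 µM serotonin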
Target sequence (P35363 whole entry, looked up): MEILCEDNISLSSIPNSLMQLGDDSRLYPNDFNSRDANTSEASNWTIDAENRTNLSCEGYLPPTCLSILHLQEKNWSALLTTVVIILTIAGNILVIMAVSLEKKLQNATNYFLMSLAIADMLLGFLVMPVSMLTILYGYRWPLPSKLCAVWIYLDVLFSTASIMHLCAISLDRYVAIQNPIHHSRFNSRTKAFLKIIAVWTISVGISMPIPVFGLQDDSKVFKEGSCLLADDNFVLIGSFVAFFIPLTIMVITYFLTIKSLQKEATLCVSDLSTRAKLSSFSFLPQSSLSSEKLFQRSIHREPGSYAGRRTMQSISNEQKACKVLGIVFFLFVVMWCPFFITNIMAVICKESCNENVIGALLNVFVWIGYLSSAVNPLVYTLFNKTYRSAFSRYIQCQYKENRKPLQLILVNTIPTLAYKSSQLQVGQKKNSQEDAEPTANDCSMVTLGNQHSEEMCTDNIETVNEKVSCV
ABCB6 inh MLPCN = human ABCB6 transporter inhibition; K562-ABCB6 porphyrin accumulation, flow cytometry, 1 h; hits give low values; fluorescence ratio to DMSO, % at 10 µM; 360,000 tested, 0.19% active;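 active means fluorescence ratio to DMSO below 75%, the collection mean minus 3 SD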;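 further: signal is porphyrin accumulated inside mitochondria; 100% equals median channel fluorescence of DMSO control wells; lower ratio means ABCB6 inhibition with less porphyrin fluorescence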
MC4R ag barr = activates human MC4R beta-arrestin recruitment. U2OS MC4R beta-arrestin complementation, luminescence; percent of melanotan II response, DMSO zero. activation, % at 8.9 µM. 360,000 tested, 0.98% active;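 active means activation above a per-plate cutoff, the mean activation of sample wells on that plate plus 3 SD, cut at about 8% in these data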
Target sequence (P32245 whole entry, looked up): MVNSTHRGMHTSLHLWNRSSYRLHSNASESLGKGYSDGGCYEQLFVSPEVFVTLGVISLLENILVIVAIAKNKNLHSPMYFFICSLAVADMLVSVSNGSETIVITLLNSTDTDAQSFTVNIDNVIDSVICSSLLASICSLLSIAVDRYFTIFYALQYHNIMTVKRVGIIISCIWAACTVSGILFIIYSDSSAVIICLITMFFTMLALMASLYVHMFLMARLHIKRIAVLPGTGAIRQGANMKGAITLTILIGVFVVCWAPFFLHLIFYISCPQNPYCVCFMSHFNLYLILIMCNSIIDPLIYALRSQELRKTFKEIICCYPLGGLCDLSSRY
ABHD5-PLIN5 inh = blocks binding of human ABHD5 to perilipin-5; inhibition, % at 4 µM; 360,000 tested, 0.78% active; Split G. princeps luciferase complementation, luminescence, 4 h;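 active means inhibition above the mean inhibition across every tested compound plus 3 SD, cut at about 22% in these data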;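 further: 0% = DMSO only wells and the 100% control is not disclosed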
CaV13 FRET inh = Disruptors of the CACNA1D IQ motif to Ca2+-dependent inactivation inhibitor domain association, primary screening, Förster resonance energy transfer in intact living … | HEK cells, CFP/YFP FRET ICDI-IQ, plate reader, 10 min; percent FRET-ratio fall versus neutral wells | inhibition, % at 12.3 µM | AID 743397 | 340,000 tested, 0.098% active;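 active means mean replicate inhibition of at least 30% and at least 1% of replicates passing that level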;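 further: 0% = median of the neutral control wells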
N-glyco inh = blocks N-linked glycosylation in D54 reporter cells | D54 ERlucT glycosylation luciferase reporter, 24 h; percent of 100 nM tunicamycin response | AID 588692 | 360,000 tested, 0.23% active | reporter increase, % at 12.5 µM;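 active means mean luciferase reporter signal, scaled so untreated is 0 and the glycosylation-blocking control 100, at or above a set limit in every replicate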;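 further: luciferase carries N-glycosylation sites so blocking glycosylation raises the light; 0% = median of neutral control wells and 100% = median of 100 nM tunicamycin wells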
PDI turbidity = blocks human protein disulfide isomerase activity; P07237; PDI insulin aggregation turbidity, A650, 90 min; inhibition, % at 10 µM; 350,000 tested, 0.052% active; AID 588391;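 active means mean inhibition across replicates of 30% or more, whatever share of single replicates reach that level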;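 further: absorbance from insulin aggregation driven by PDI reduction with DTT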
MC4R antagonist = antagonists of human melanocortin 4 receptor (MC4R) | P32245 | MC4R-expressing cells, MTII-stimulated cAMP, LANCE TR-FRET | inhibition, % at 6.5 µM | 360,000 tested, 0.48% active | AID 540295;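 active means inhibition above its plate's cutoff, the mean of tested wells on that plate plus 3 SD, cut at about 29% in these data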;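 further: 0% = Melanotan II alone and 100% = Melanotan II plus saturating MCL0020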
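Test system: U2OS cells stably expressing human melanocortin 4 receptor (MC4R); also added: Melanotan II challenge; compound: 6.5 µM single dose; timing: 30-min compound preincubation, 1-h Melanotan II challenge, 1-h detection, room temperature; signal: Eu-cAMP/anti-cAMP TR-FRET, emission 671 nm; repeats: one well per compound, no replicates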
* marks the source's active call; other numbers are inactive results; . = not tested or not shown.

structure	HTR2A ag	N-glyco inh	ABHD5-PLIN5 inh	Exocytosis inh	H9c2 protect	MC4R ag barr	ABCB6 inh MLPCN	PDI turbidity	CaV13 FRET inh	MC4R antagonist
COc1ccc2[nH]c(=O)c(CN(Cc3cccs3)C(=S)Nc3cccc(C)c3)cc2c1	3.5	-11.4	6.3	-2.5	18.4	2.6	95.0	-0.4	-3.1	-2.2
O=C(NNC1=NC2(CCCC2)Cc2ccccc21)c1cccnc1	0.0	1.2	-3.9	0.0	-1.3	-1.7	99.0	-6.0	2.4	0.6
Cc1ccc(CSc2nnc(CC(=O)Nc3ccc(C)cc3)n2C)cc1	1.2	-1.8	1.4	1.9	-2.4	-0.9	104.0	5.0	-4.6	0.2
CCc1nc2c(OCCOc3ccc(F)cc3)cccn2c1N(C)C(=O)c1ccc(C)cc1	-5.1	-3.3	11.5	1.5	5.5	-1.1	97.0	13.4	-4.7	-5.3
CN(CC(=O)Nc1ccccc1Br)C(=O)CCSc1ccc(F)cc1	-5.7	0.7	9.9	-7.4	0.2	-3.5	101.0	-0.2	-5.3	10.6
COc1ccc(/C(N)=N/OC(=O)c2ccco2)cc1	1.6	-17.1	3.8	1.2	-23.2	-2.0	105.0	0.4	-1.9	11.3
OCc1ccccc1O[C@@H]1O[C@H](CO)[C@@H](O)[C@H](O)[C@H]1O	2.3	0.8	1.6	5.3	0.4	-1.9	97.0	.	.	6.9
CC(C)=NNC(=O)c1c(O)c2ccccc2[nH]c1=O	6.2	1.7	0.2	3.4	4.9	1.1	92.0	1.6	-2.2	4.9
CCc1cc2c(SCC(=O)NC(=O)c3cccn3C)ncnc2s1	3.7	-3.9	2.8	-0.7	-10.4	2.4	93.0	3.0	-4.0	28.4
CC1(C)CC(=O)c2c(noc2-c2ccccc2)C1	5.4	-2.2	4.0	-1.1	2.4	1.3	91.0	-8.4	-4.6	0.2
CC(=O)Oc1ccc2c(=O)c(-c3nc4ccccc4s3)coc2c1	2.3	-16.9	2.2	1.0	-24.6	-3.6	93.0	-4.7	-1.3	0.8
COC(=O)c1ccc2cc(OC)c(OC)cc2c1	5.2	3.3	8.8	-8.3	5.3	-1.1	98.0	8.7	-6.1	-0.1
C=CCN1C(=O)/C(=C2/Sc3ccccc3N2C)SC1=Nc1c(C)n[nH]c1C	-0.4	6.6	7.3	-0.3	2.0	0.8	98.0	10.6	.	-6.2
Cc1ccc(-c2nnc(SCC(=O)NC3CC3)n2N)cc1	-1.8	0.8	-6.8	-3.3	-0.7	1.1	95.0	2.0	2.8	17.3
Cc1noc(C)c1COc1ccc(C(=O)OCC(=O)Nc2c(C)n(C)n(-c3ccccc3)c2=O)cc1	-2.8	1.7	2.4	-7.5	-2.5	1.2	99.0	-11.2	-6.4	6.9
Cc1cc(C(=O)NCc2csc(-c3ccccc3)n2)no1	-8.7	0.0	-2.7	17.0	2.5	-1.2	101.0	3.0	-6.9	6.2
Cc1nc2ccccc2c(=O)n1NC(=O)c1cccc(Cl)c1	1.1	-0.6	-8.4	10.0	-2.1	0.7	98.0	-7.3	-4.9	-0.4
CC1CN(c2ncnc3c2c(-c2ccccc2)cn3-c2ccc(F)cc2)CC(C)O1 (centres undefined)	-22.6	-7.7	2.0	1.7	17.1	-9.9	92.0	-3.2	-2.8	14.0
CCN(CC(=O)Nc1ccc(OC)cc1)C(=O)CCc1nc2ccccc2c(=O)[nH]1	10.7	3.4	0.8	0.9	89.9*	-2.0	96.0	6.2	-5.9	-2.2
COc1ccc2c(c1)CCc1c(C(=O)NCc3ccc(F)cc3)noc1-2	-6.5	0.2	5.4	-1.6	-7.4	7.3	102.0	-5.8	-6.9	11.9
COc1ccc(S(=O)(=O)N2CCC(C(=O)NC3CCCC3)CC2)cc1C	-2.7	2.0	11.7	0.8	-1.9	0.1	91.0	9.7	-1.8	-5.9
Cn1cc2c(=O)n(/N=C/c3ccccc3)cnc2n1	0.4	2.6	-0.3	-1.7	10.7	-0.3	102.0	-7.6	-0.6	8.7
CNc1ccccc1C(C)(C)c1cc(-c2cccc([N+](=O)[O-])c2)no1	-1.5	-10.8	-6.3	-4.9	-11.0	-1.5	134.0	11.9	-6.5	6.4
CCc1ccc2c(CN(C)Cc3ccc(OC(F)F)c(OC)c3)cc(=O)oc2c1	-0.6	-3.3	5.3	51.2	-10.9	-0.1	94.0	-10.0	-3.4	11.1
Cc1csc(NC(=O)Nc2ccc(Cl)cc2)n1	3.9	1.9	-3.9	-3.4	-9.6	-1.7	94.0	-7.2	7.2	-0.2
CCOC(=O)c1ncn2c1CN(C)C(=O)c1cc(F)ccc1-2	0.5	4.1	-5.6	3.0	4.4	0.0	88.0	-5.0	-4.6	4.5
CCc1ccccc1NC(=O)c1cnccn1	-0.4	0.6	-7.8	2.9	1.6	0.1	106.0	-10.3	-3.1	1.8
O=S(=O)(NCCN1CCCC1)c1cccc2cccnc12	2.2	0.1	3.0	6.2	5.9	-0.9	97.0	9.2	-1.9	4.5
O=C(COC(=O)C1CC(=O)N(Cc2ccccc2)C1)c1ccc(F)cc1 (centres undefined)	-3.2	0.2	-4.8	0.2	4.0	2.8	104.0	2.1	-2.1	-6.6
CC/C=C\C/C=C\C/C=C\CCCCCCCC(=O)O	3.5	0.2	17.4	-9.9	1.4	1.6	108.0	-2.2	-4.5	4.4
COc1cccc(/C(O)=C2/C(=O)C(=O)N(c3cc(C)on3)C2c2cccs2)c1 (centres undefined)	5.0	1.8	0.1	1.8	3.3	0.8	97.0	6.7	.	18.5
O=C(Nc1cccc(Cl)c1)C1CCN(C(=O)c2cccs2)CC1	-10.2	0.7	-2.0	11.2	-1.5	-2.1	93.0	-19.7	-2.9	-2.2
C=CCC1(CC=C)CCCN1C(=O)C1CCC(=O)N(CCc2ccc(OC)cc2)C1 (centres undefined)	-1.1	-3.4	-4.7	0.1	-9.0	-0.8	105.0	-5.0	-2.8	10.5
COc1ccc(S(=O)(=O)N(C)CC(=O)Nc2ccccc2OC)cc1	7.5	1.3	3.1	-1.7	-0.6	-1.1	93.0	7.7	-9.2	3.3
CC[C@@H](C)[C@@H]1CN([C@@H](CN2CCC[C@H]2CN2C(N)=NC[C@H]2CC(C)C)C(C)C)C(=N)N1CCc1ccc(Cl)c(Cl)c1	-1.9	-2.6	12.6	0.4	4.0	2.4	99.0	11.7	-2.4	12.3
C=CCNC(=S)Nc1ccc2cn[nH]c2c1	-2.5	-1.9	-4.9	-6.6	3.6	0.0	94.0	1.2	-13.6	13.1
CCCCCCC(=O)N/N=C/c1ccco1	-2.9	2.3	-13.1	-6.9	5.6	1.7	97.0	-3.5	-5.2	8.0
O=C(O)c1ccc(S(=O)(=O)N2CCC(Cc3ccccc3)CC2)cc1	22.2*	-1.2	-8.9	7.0	-3.2	-0.7	98.0	1.3	-7.0	9.4
COC(=O)c1sccc1NC(=O)CSc1nnnn1-c1ccccc1C	3.4	-4.0	3.4	1.4	-1.6	-1.4	95.0	-0.4	-4.0	5.1
O=C(COc1nncc2ccccc12)Nc1c(F)c(F)c(F)c(F)c1F	4.6	-1.5	1.3	0.5	1.7	-1.5	104.0	2.4	-0.5	2.2
Clc1cccc(N=NN2CCOCC2)c1Cl	-1.5	0.1	6.9	-7.5	-4.1	-1.8	100.0	-0.2	-3.7	-0.7
Cc1c(C(=O)NCc2cccc(Cl)c2)sc(=O)n1Cc1ccc(C(=O)N(C)C)cc1	-6.2	1.4	-6.2	10.7	-5.3	-0.1	103.0	5.0	-2.5	13.3
Cc1ccc(Nc2ccc(C(N)=O)cc2[N+](=O)[O-])cc1	2.4	-2.2	3.0	-1.8	-7.8	-1.8	106.0	-0.1	-4.6	0.1
CC(C)(C)NC(=O)CSc1nnnn1C(C)(C)C	3.0	1.1	3.9	0.5	1.5	0.3	95.0	1.9	-3.0	9.1
O=[N+]([O-])c1cc(S(=O)(=O)NC2=NCCCCC2)ccc1NCC1CCCCC1	0.0	-3.5	2.2	3.2	-20.1	-2.8	97.0	-3.5	-3.4	5.6
O=S1(=O)OCCC(c2ccccc2)N1Cc1ccccc1 (centres undefined)	-1.6	-0.5	0.2	0.4	-7.2	-0.1	101.0	-25.0	-7.3	2.1
CN(C(=O)c1ccc(OC2CCN(CCc3ccccc3)CC2)cc1)C1CCOC1 (centres undefined)	-6.1	-4.0	2.1	1.5	0.7	-1.0	89.0	-2.7	-4.4	-2.3
COc1ccc(OC)c(C(=O)CCCC(=O)c2cc(OC)ccc2OC)c1	6.1	0.1	2.9	40.5	0.6	-0.2	93.0	-1.7	-16.9	-1.0

A second format for some results above.
Order of values: HTR2A ag | N-glyco inh | ABHD5-PLIN5 inh | Exocytosis inh | H9c2 protect | MC4R ag barr | ABCB6 inh MLPCN | PDI turbidity | CaV13 FRET inh | MC4R antagonist
> C=CCNC(=S)Nc1ccc2cn[nH]c2c1
 : -2.5 | -1.9 | -4.9 | -6.6 | 3.6 | 0.0 | 94.0 | 1.2 | -13.6 | 13.1
> COc1cccc(/C(O)=C2/C(=O)C(=O)N(c3cc(C)on3)C2c2cccs2)c1 (centres undefined)
 : 5.0 | 1.8 | 0.1 | 1.8 | 3.3 | 0.8 | 97.0 | 6.7 | . | 18.5

(continued)
structure	HTR2A ag	N-glyco inh	ABHD5-PLIN5 inh	Exocytosis inh	H9c2 protect	MC4R ag barr	ABCB6 inh MLPCN	PDI turbidity	CaV13 FRET inh	MC4R antagonist
COc1ccccc1C(=O)C1CCCN(Cc2ccc(Oc3ncccn3)cc2)C1 (centres undefined)	3.3	-0.1	8.8	5.8	-0.3	3.9	93.0	-7.3	-6.4	-3.9
O=C(O)CCc1ccc(-c2ccc(Cl)cc2)n1Cc1ccco1	2.8	1.8	3.6	-1.6	2.6	-0.9	96.0	-6.8	-1.8	1.0
COc1cc(C)ccc1OCc1cc(C(=O)N(C)CCCN2CCOCC2)no1	3.1	-1.8	6.4	-18.0	-11.7	0.7	96.0	-11.4	-2.7	5.5
COCC(=O)N1CCCc2ccccc21	2.3	-0.3	3.2	0.1	-3.9	-1.7	100.0	3.0	-4.1	4.8
CCOCCCN(C(=O)c1ccco1)C(C(=O)NC1CCCC1)c1cccc(OC)c1OC (centres undefined)	2.5	1.9	-0.9	-2.1	1.0	-1.6	100.0	6.1	.	-2.5
Cc1ccc(CCNC(=O)C2CCC(=O)N(Cc3cccc(F)c3)C2)cc1 (centres undefined)	-5.5	1.0	1.8	-1.6	-5.3	-4.9	90.0	5.9	-9.1	9.3
COc1ccc(-c2[nH]ncc2N=Nc2cc(C)cc(C)c2)cc1	0.8	19.8	-8.3	8.8	-20.6	-1.3	101.0	-4.1	-2.7	11.2
CCOC(=O)c1[nH]c(C)c(C(=O)NC2CCCC2)c1C	1.2	1.2	0.3	11.4	-9.1	-1.8	98.0	.	-2.2	8.4
